# Bioassay records deposited in PubChem BioAssay by The Scripps Research Institute Molecular Screening Center.
# proKLK7 act: proKLK7 zymogen activators, primary screen, biochemical, fluorescence intensity; purified proKLK7, EDANS-DABCYL substrate fluorescence; 100% is mature enzyme control, 0% vehicle; activation, % at 7 µM; actives 0.9% (n = 370,000); AID 652039, 2013;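 active means activation above the mean of all tested compounds plus 3 SD, computed per campaign excluding outliers beyond control limits, cut at about 13% in these data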
# ARFGAP1 inhibitor: inhibitors of rat ARFGAP1 GAP activity, primary screen, biochemical, fluorescence polarization, GDP tracer; ADP-ribosylation factor GTPase-activating protein 1 (Rattus norvegicus), Q62848; Arfgap1-stimulated ARF1 GTP hydrolysis, GDP FP detection; inhibition, % at 16.5 µM; actives 0.26% (n = 360,000);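 active means inhibition above a per-plate limit, mean inhibition of low control wells plus 3 SD, cut at about 25% in these data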;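 further: 0% = DMSO wells with enzyme and 100% = wells lacking Arfgap1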
#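 Material: rat Arfgap1 GAP domain (His6, aa 1-136), purified enzyme. Also added: human ARF1(Δ1-17)-GTP substrate. Compound dosing: 16.5 µM single point, 1.26% DMSO. Timing: enzyme reaction 120 min at 25 °C after 20 min preincubation. Signal: GDP detection by fluorescence polarization. Read-out basis: percent inhibition of GAP-stimulated GDP formation, scaled between DMSO and no-Arfgap1 medians.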
# PLC-gamma1 inh: PLC-gamma1 enzyme inhibitors, primary screen, biochemical, fluorescence, purified enzyme; fluorogenic substrate; inhibition, % at 12.2 µM; actives 0.84% (n = 370,000); in the data active means inhibition above about 9.5%
# DDE Tn6 FP inh: inhibitors of Tn6 peptide binding to fibrin DD(E), primary screen, biochemical, fluorescence polarization, human fibrin, Tn6 probe | inhibition, % at 8.3 µM | actives 0.21% (n = 370,000) | Fibrin DD(E) TRITC-Tn6 fluorescence polarization displacement;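 active means inhibition above a per-campaign cutoff: mean of compounds within control limits plus 3 SD, cut at about 15% in these data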;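 further: 0% = median of all compound wells on the plate and 100% = blocking peptide control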
# MBD2 DNA inh: inhibitors of MBD2 binding to methylated DNA, primary screen, biochemical, TR-FRET, DNA-binding domain, human. Methyl-CpG-binding domain protein 2 (Homo sapiens), Q9UBB5. MBD2 binding to methylated oligonucleotide. inhibition, % at 4.4 µM. actives 0.31% (n = 370,000). AID 686964, 2013; in the data active means inhibition above about 13%
# ASAP1 inh: inhibitors of human ASAP1 ArfGAP activity, primary screen, biochemical, fluorescence polarization. Arf-GAP with SH3 domain, ANK repeat and PH domain-containing protein 1 (Homo sapiens), …. actives 0.19% (n = 360,000). inhibition, % at 16.5 µM. ASAP1-stimulated ARF1 GTP hydrolysis, GDP FP detection. AID 624377, 2012; in the data active means inhibition above about 25%;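 further: 0% = vehicle with enzyme and substrate and 100% = no enzyme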
# UHRF1 binding: UHRF1 methylated DNA binding inhibitors, primary screen, counter-screen for MBD2 inhibitor project, biochemical, TR-FRET, human UHRF1, single concentration; E3 ubiquitin-protein ligase UHRF1 (Homo sapiens), Q96T88; UHRF1 binding to methylated oligo; inhibition, % at 4.4 µM; actives 0.75% (n = 370,000); AID 687016, 2013; in the data active means inhibition above about 21%;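 further: UHRF1 SRA domain binding a hemimethylated CpG hairpin DNA probe; 0% = median of test compound wells and 100% = reference inhibitor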
# PLC-beta3 inh: human PLC-beta3 inhibitors, primary screen, biochemical, fluorescence; Purified PLC-beta3, fluorogenic substrate; inhibition, % at 12.2 µM; actives 0.18% (n = 370,000); AID 720704, 2013; in the data active means inhibition above about 11%;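 further: 0% = median of compound wells on plate and 100% = full blocker control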
# Target sequence (Q01970 whole entry, looked up): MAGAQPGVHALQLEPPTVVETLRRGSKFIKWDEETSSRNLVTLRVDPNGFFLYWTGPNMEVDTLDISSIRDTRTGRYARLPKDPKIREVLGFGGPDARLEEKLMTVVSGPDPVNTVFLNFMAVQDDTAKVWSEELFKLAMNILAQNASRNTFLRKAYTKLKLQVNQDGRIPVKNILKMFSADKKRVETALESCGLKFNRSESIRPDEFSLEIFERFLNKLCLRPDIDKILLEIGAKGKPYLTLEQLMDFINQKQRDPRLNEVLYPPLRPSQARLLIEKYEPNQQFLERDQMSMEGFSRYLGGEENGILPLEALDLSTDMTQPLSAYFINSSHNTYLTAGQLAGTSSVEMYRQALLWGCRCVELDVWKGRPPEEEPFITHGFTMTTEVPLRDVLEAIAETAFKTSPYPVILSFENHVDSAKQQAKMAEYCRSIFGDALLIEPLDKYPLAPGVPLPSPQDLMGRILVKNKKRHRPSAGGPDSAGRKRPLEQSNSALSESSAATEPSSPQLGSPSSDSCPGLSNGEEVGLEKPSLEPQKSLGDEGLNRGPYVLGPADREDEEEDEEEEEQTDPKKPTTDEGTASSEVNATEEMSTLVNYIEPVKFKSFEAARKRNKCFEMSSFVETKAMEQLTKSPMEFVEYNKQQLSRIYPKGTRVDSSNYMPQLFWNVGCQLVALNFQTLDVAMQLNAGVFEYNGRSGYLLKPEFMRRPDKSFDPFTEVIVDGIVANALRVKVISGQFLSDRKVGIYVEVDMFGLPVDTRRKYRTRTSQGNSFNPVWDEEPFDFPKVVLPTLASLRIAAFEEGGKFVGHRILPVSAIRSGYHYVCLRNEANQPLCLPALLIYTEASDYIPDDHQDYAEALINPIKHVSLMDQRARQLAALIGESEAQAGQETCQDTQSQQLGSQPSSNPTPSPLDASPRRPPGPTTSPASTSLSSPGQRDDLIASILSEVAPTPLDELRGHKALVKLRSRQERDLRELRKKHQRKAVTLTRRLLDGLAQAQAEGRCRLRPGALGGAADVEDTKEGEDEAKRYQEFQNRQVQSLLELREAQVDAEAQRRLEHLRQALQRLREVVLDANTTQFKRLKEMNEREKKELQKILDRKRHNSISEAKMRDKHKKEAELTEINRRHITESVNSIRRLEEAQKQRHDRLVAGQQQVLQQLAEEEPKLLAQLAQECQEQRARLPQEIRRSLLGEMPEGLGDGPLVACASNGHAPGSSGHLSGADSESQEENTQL
# ADAM17 inh: ADAM17 inhibitors, primary screen, biochemical, QFRET; Disintegrin and metalloproteinase domain-containing protein 17 (Homo sapiens), P78536; recombinant ADAM17, EDANS/DABCYL FRET peptide cleavage; inhibition, % at 6.95 µM; actives 0.83% (n = 370,000);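 active means inhibition above the mean of compounds lying between control limits plus 3 SD, set per campaign, cut at about 8.5% in these data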;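 further: 0% = DMSO-only wells as the low control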
# Tn7 DDE FP: inhibitors of Tn7 peptide binding to fibrin DD(E), primary screen, biochemical, fluorescence polarization, human fibrin, Tn7 probe; FP displacement of FITC-Tn7 peptide from fibrin DD(E); 0% = median of compound wells per plate; inhibition, % at 8.3 µM; actives 0.13% (n = 370,000);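 active means inhibition above the mean of compounds falling within the control limits plus 3 SD of them, cut at about 14% in these data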;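 further: 0% = plate median of compound wells and 100% = 10 µM Aha-Tn7 peptide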
#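 Assay system: Human fibrin DD(E) protein | Medium: Tris buffer with calcium and detergent, pH 7.8 | Reagent: 0.1 µM fluorescent Tn7 | Compound dosing: Single point at 8.3 µM | Times: 10 min preincubation, 3 h with tracer, room temperature | Detection: Fluorescence polarization of the labelled Tn7 tracer | Controls: Aha-Tn7 high control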
# The depositor's hits bear a star.
Molecule	proKLK7 act	ARFGAP1 inhibitor	PLC-gamma1 inh	DDE Tn6 FP inh	MBD2 DNA inh	ASAP1 inh	UHRF1 binding	PLC-beta3 inh	ADAM17 inh	Tn7 DDE FP
CCOC(=O)CC1(C)NC(C(=O)O)C(C)(C)S1 (stereo unspecified)	0.7	5	-2	1	2	-21	8	-4	-4	-1
Cc1c(-c2ccccc2)n[nH]c1C(=O)N=Nc1c(O)[nH]c2ccccc12	-0.1	3	-1	-2	2	-6	3	-2	-3	5
COc1ccc(-c2cnc(OC(C)(C)C)nc2OC(C)(C)C)cc1OC	-1.4	0	-2	3	3	-9	2	-1	-5	-2
CC1CCC(NC(=O)Cn2c3c(c(-c4ccccc4Cl)cc2=O)CCC3)CC1 (stereo unspecified)	0.2	6	-33	0	-1	-4	-2	-38	-43	7
Nc1nnc(SCC(=O)N2CCN(c3ccccc3)CC2)n1-c1ccccc1	-0.1	-2	-1	0	2	-16	2	-1	-4	-9
Cc1ccc(S(=O)(=O)N2CCC(NC(=O)c3cccnc3)CC2)cc1Cl	0.7	1	1	-9	3	-1	1	-4	1	0
COC(=O)c1cc2c(c3c4cc(C)ccc4n(S(=O)(=O)c4cccc(C)c4)c13)C(=O)N(C)C2	0.7	9	-18	-5	2	-2	4	-26	1	2
C=CCOc1c(Br)cc(CNc2ccc(NC(=O)C(C)C)c(OC)c2)cc1OCC	0.0	-6	-30	-2	1	-5	2	-27	2	-1
CCc1ccc(NC(=O)CN(c2cccc(C)c2)S(C)(=O)=O)cc1	-0.3	15	0	-1	-1	7	4	3	1	-3
CCOc1cccc(CNn2cnnc2)c1OCc1ccccc1Cl	0.4	5	3	2	2	2	-1	2	1	11
CN(Cc1cccc(Cl)c1Cl)c1ccc(S(=O)(=O)N2CCCCC2)cc1[N+](=O)[O-]	-0.9	-16	1	0	-7	0	-2	4	0	6
CC(C)CCNC(=O)c1cc2c(=O)[nH]c3ccccc3c2s1	-0.2	9	-10	5	-2	-1	1	-16	-17	5
COc1ccc(N2CCN(C(=O)c3ccc(S(=O)(=O)N4CCCCCC4)cc3)CC2)cc1	0.4	3	0	4	-2	-5	-1	-4	-6	-8
Nc1ccccc1NC(=O)c1ccccc1	-0.3	-1	3	-16	7	-3	14	3	-1	-5
O=C(c1cc2ccccc2oc1=O)N(Cc1cccc(Br)c1)C1CCS(=O)(=O)C1 (stereo unspecified)	0.5	1	-4	3	0	2	6	-11	-10	8
COc1ccc(NS(=O)(=O)c2cc(NS(=O)(=O)c3cccs3)ccc2C)cc1	0.2	5	-2	-2	0	4	2	-5	1	1
Cc1ccc(CNC(=O)Nc2nnc([C@@H]3C[C@H](O)[C@@H](CO)O3)s2)cc1	0.6	-6	5	8	-7	-10	-1	3	3	3
CCc1nnc(NC(=O)c2ccc(-c3ccc(F)cc3)o2)s1	0.6	4	-5	-2	-2	12	0	-7	-7	2
CCOC(=O)Nc1ccc2c(c1)C(=NNC(N)=S)c1ccccc1-2	0.3	8	-14	2	0	27*	-4	-18	4	-7
O=C(CSc1nnc(CNC(=O)c2cccs2)o1)Nc1ccccc1F	-0.3	-1	-1	3	-2	4	-1	-6	1	0
COc1cc(OC)cc(C(=O)Nc2ccccc2C(=O)NCc2cccnc2)c1	-0.7	5	-3	6	-3	10	-2	-5	2	1
CCN(CC)c1ccc(/C=N/NC(=O)c2ccoc2C)c(O)c1	-5.7	5	-39	-4	1	-5	-2	-64	-18	5
COc1ccc(CNC(=O)C2Cc3c(-c4ccccc4Oc4ccccc4)ccnc3O2)cc1OC (stereo unspecified)	0.0	10	1	-1	-1	-2	-2	0	5	-7
O=C(NCCc1nnc2ccc(SCC(=O)N3CCOCC3)nn12)c1ccccc1	-0.4	3	1	-4	0	-4	-1	-5	0	0
CCOC(=O)NC(=S)Nc1ccc(C(C)(C)C)cc1Br	-0.6	-4	-1	-4	2	0	2	0	-6	2
CCC(=O)Nc1ccc(Cl)c(NC(=S)NC(=O)COc2ccccc2)c1	-0.8	-5	2	3	5	11	-2	2	-1	3
COc1ccc(OCc2cnc(Cl)s2)cc1	0.3	9	2	3	1	-1	0	5	-1	-6
C=CCN1C(=O)c2ccc(C(=O)N(C)Cc3ccc(C)o3)cc2C1=O	-0.4	1	2	-8	3	1	3	-2	-6	8
O=C(NCCS(=O)(=O)N1CCN(c2ccccc2F)CC1)c1ccc(F)c(F)c1	-0.5	6	-4	4	0	3	0	-11	-3	9
Cc1ccc([C@H]2C[C@H](n3cc(COC(=O)c4ccccc4)nn3)[C@@H](O)CN2CC2CCCCC2)cc1	0.1	3	1	4	-6	-2	1	0	-5	5
O=C(COC(=O)c1cc(S(=O)(=O)N2CCCCC2)ccc1N1CCOCC1)NCCc1ccc(F)cc1	-0.1	9	-4	-1	-1	2	-1	0	1	2
CCCCOCCCNC(=O)C[C@@H]1C[C@@]2(C(=O)OC)CCCCC=C2N(Cc2ccc(Cl)cc2Cl)C1=O	1.1	7	2	0	3	1	2	-4	0	0
CCOC(=O)C1CCN(S(=O)(=O)c2ccc3c(c2)CC(C)N3C(=O)C2CCC2)CC1 (stereo unspecified)	-0.1	-9	0	7	0	2	18	-3	-1	3
O=C(COc1ccc(S(=O)(=O)N2CCOCC2)cc1)Nc1ccc(Cl)c(C(F)(F)F)c1	0.3	13	1	-9	4	-2	7	0	8	-4
CC(=O)c1c(C)nc(-c2ccccc2)nc1N	-0.1	0	2	-4	-2	3	0	1	-2	0
COc1ccc(OC)c(C2C(C(=O)c3cccs3)=C(O)C(=O)N2CCN2CCOCC2)c1 (stereo unspecified)	0.1	20	-10	1	-6	13	-7	-17	-4	-3
CC(=O)Nc1ccc(SC[C@H](C)CN2CC[C@H](O)CCC2=O)cc1	0.4	14	2	2	1	13	1	3	-4	3
Cc1nc(C)c(Oc2ccc(Cl)cc2Cl)c(=O)[nH]1	0.2	9	0	3	-6	-13	-1	-7	-4	3
O=C(O)COc1ccccc1/C=C1\SC(=Nc2ccc(F)cc2)N(c2ccc(F)cc2)C1=O	0.5	-2	2	-4	-3	1	0	-6	0	-2
O=C(COC(=O)c1ccc(S(=O)(=O)N2CCCC2)cc1)Nc1ccc(F)cc1F	0.2	-3	1	0	-3	5	-1	3	2	7
COc1ccc(CSCC(=O)Nc2ccc(S(=O)(=O)N3CCCCCC3)cc2)cc1	0.4	7	3	-5	-1	0	4	4	6	-4
CC(=O)N1CCN(CCN=CC2=C(O)CC(c3cccs3)CC2=O)CC1 (stereo unspecified)	-0.3	1	-2	-11	-7	2	-1	-2	-3	-2
COc1ccc(-c2c(C)nn(Cc3ccccc3)c2N)cc1	-0.2	-15	4	2	5	6	4	4	-4	6
COc1ccc(S(=O)(=O)Nc2cccc(SC)c2)cc1C(=O)N1CCOCC1	0.2	14	-1	1	1	-4	1	-5	1	0
COCCn1c(=S)[nH]c2cc(C(=O)NCc3ccccc3)ccc2c1=O	-0.2	-2	2	5	-3	-3	0	1	-2	-4
CCOC(=O)c1nnn(-c2nonc2-n2cccc2)c1CN1CCOCC1	-0.1	-13	-3	-5	-5	6	-2	0	-5	2
CCCc1cc(=O)oc2c(C)c3occ(C)c3cc12	-1.2	-2	-41	0	2	-3	7	-444	-15	11
Nc1ccc(Cl)c(NC(=O)c2cccs2)c1	-0.2	-9	9	6	2	-6	1	4	-1	-6
O=C(/C=C/c1ccc2c(c1)OCO2)NC1CCCC1	0.8	2	-16	8	-4	11	-3	-28	-31	-1

# No new results follow: twelve of the compounds above.
Molecule	proKLK7 act	ARFGAP1 inhibitor	PLC-gamma1 inh	DDE Tn6 FP inh	MBD2 DNA inh	ASAP1 inh	UHRF1 binding	PLC-beta3 inh	ADAM17 inh	Tn7 DDE FP
O=C(c1cc2ccccc2oc1=O)N(Cc1cccc(Br)c1)C1CCS(=O)(=O)C1 (stereo unspecified)	0.5	1	-4	3	0	2	6	-11	-10	8
COc1ccc(NS(=O)(=O)c2cc(NS(=O)(=O)c3cccs3)ccc2C)cc1	0.2	5	-2	-2	0	4	2	-5	1	1
Cc1ccc(CNC(=O)Nc2nnc([C@@H]3C[C@H](O)[C@@H](CO)O3)s2)cc1	0.6	-6	5	8	-7	-10	-1	3	3	3
CCc1nnc(NC(=O)c2ccc(-c3ccc(F)cc3)o2)s1	0.6	4	-5	-2	-2	12	0	-7	-7	2
CCOC(=O)Nc1ccc2c(c1)C(=NNC(N)=S)c1ccccc1-2	0.3	8	-14	2	0	27*	-4	-18	4	-7
O=C(CSc1nnc(CNC(=O)c2cccs2)o1)Nc1ccccc1F	-0.3	-1	-1	3	-2	4	-1	-6	1	0
COc1cc(OC)cc(C(=O)Nc2ccccc2C(=O)NCc2cccnc2)c1	-0.7	5	-3	6	-3	10	-2	-5	2	1
CCN(CC)c1ccc(/C=N/NC(=O)c2ccoc2C)c(O)c1	-5.7	5	-39	-4	1	-5	-2	-64	-18	5
COc1ccc(CNC(=O)C2Cc3c(-c4ccccc4Oc4ccccc4)ccnc3O2)cc1OC (stereo unspecified)	0.0	10	1	-1	-1	-2	-2	0	5	-7
O=C(NCCc1nnc2ccc(SCC(=O)N3CCOCC3)nn12)c1ccccc1	-0.4	3	1	-4	0	-4	-1	-5	0	0
CCOC(=O)NC(=S)Nc1ccc(C(C)(C)C)cc1Br	-0.6	-4	-1	-4	2	0	2	0	-6	2
CCC(=O)Nc1ccc(Cl)c(NC(=S)NC(=O)COc2ccccc2)c1	-0.8	-5	2	3	5	11	-2	2	-1	3
